DNMT1 inh: inhibitors of human DNMT1; P26358; DNMT1 molecular beacon, Hinp1I cleavage, fluorescence; inhibition (reported as % activation of signal), % at 10 µM; 0.83% of 360,000 active; AID 588458; in the data active means inhibition above about 50%
Rpn11 inh: blocks the human proteasome subunit Rpn11 | human 26S proteasome, Ub4-pepOG fluorescence polarization; 20S core pre-blocked with epoxomicin | 0.59% of 360,000 active | calls only at 20 µM;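 active means inhibition at 20 µM, scaled to each plate's controls, above about 33%, limit read from the data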
SUMO1-SIM PPI: alters human SUMO1 binding to SIM partners; P63165; SUMO1 binding to a labelled peptide, TR-FRET, 1 h; inhibition, % at 20 µM; 0.33% of 360,000 active; in the data active means inhibition above about 37%
Target sequence (P63165 whole entry, looked up): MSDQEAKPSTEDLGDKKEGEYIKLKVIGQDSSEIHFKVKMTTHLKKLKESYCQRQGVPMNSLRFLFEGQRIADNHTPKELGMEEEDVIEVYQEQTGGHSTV
NadD inh: blocks S. aureus nicotinate mononucleotide adenylyltransferase. 0.78% of 360,000 active. inhibition, % at 20 µM. purified NadD enzyme, colorimetric absorbance read-out. AID 602399; in the data active means inhibition above about 26%; further: some compounds past the cut are filed as inactive
Scp1 inh: Scp-1 (human) phosphatase inhibition; 0.88% of 340,000 active; Recombinant Scp1, phosphopeptide, malachite green phosphate absorbance; inhibition, % at 20 µM; AID 493091; Q9GZU7;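 active means inhibition above about 50% at 20 µM, limit read from the data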;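 further: plate controls were DMSO wells with enzyme for no effect and wells lacking enzyme for full effect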
Target sequence (Q9GZU7 76-261 limits assumed): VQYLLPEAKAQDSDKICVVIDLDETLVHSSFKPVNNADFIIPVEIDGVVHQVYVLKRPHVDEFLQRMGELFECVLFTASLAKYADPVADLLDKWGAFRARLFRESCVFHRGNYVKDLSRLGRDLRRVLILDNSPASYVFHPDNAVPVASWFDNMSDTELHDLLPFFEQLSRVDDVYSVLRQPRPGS
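Test system: SCP-1 phosphatase catalytic domain, residues 76-261 | Compound dosing: One concentration, 20 µM, with 1.0% DMSO | Schedule: 45 min room-temperature reaction, 5 min colour, 30 min stabiliser | Detection: Absorbance at 630 nm | Read-out basis: % inhibition of SCP-1 phosphate liberation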
Rin1-Abl PPI inh: blocks binding of human Rin1 to Abl | P00519+Q13671 | 0.4% of 360,000 active | TR-FRET Rin1/Abl binding, biochemical | AID 588664 | inhibition, % at 7.35 µM; in the data active means inhibition above about 5%, passing the limit was not always enough
CSN deneddyl inh: CSN deneddylation inhibition; Q92905; Purified CSN, SCF-Nedd8-OG deneddylation, fluorescence polarization; inhibition, % at 12.5 µM; 0.38% of 360,000 active;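 active means pattern-corrected inhibition above about 35%, with an unprinted fluorescence ratio check between 0.5 and 1.5, limit read from the data, passing the limit was not always enough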;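 further: 0% = enzyme with substrate and 100% = substrate without enzyme; some results filed as inactive read as strong as hits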
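Assay system: purified human Csn5 enzyme expressed in HEK293T cells; Input: 0.24 nM Csn5 enzyme, final concentration; Reagent: 10 nM SCFSkp2-Nedd8OG; Compound dosing: 12.5 µM single point; Times: reaction 90 min, room temperature; Technique: fluorescence polarization readout.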
Neddylation inh: blocks human cullin neddylation; 0.58% of 360,000 active; AID 651699; calls only at 25 µM; TR-FRET cullin neddylation, biochemical; P61081+Q13564; in the data active means inhibition above about 36%
LMPTP block: blocks human LMPTP phosphatase. AID 651560. inhibition, % at 20 µM. P24666. 0.22% of 360,000 active. recombinant LMPTP-A, OMFP fluorogenic substrate, fluorescence intensity;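 active means compounds that cut the enzyme signal by at least half of the control window in the single-dose screen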;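 further: plate controls were DMSO wells with enzyme plus substrate for no effect and substrate without enzyme for full effect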
Target sequence (P24666 whole entry, looked up): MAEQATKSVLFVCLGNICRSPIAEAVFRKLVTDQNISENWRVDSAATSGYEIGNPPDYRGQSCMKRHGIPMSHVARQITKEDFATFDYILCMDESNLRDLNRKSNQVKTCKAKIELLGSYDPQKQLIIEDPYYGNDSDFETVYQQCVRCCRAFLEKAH
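Test system: LMPTP-A phosphatase enzyme; input: 0.625 nM LMPTP-A final; reagent: OMFP substrate, 400 µM final; compound dosing: 20 µM single dose, 3% DMSO; incubation: 50 min dark incubation at room temperature; measured by: endpoint fluorescence intensity from OMFP dephosphorylation; measure: % inhibition relative to no-enzyme and uninhibited control wells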
STEP block: blocks human striatal-enriched tyrosine phosphatase; P54829; recombinant STEP, OMFP fluorogenic substrate, fluorescence; inhibition, % at 20 µM; 0.25% of 360,000 active; AID 588621;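 active means inhibition at 20 µM, scaled per plate between control wells, above about 37%, limit read from the data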;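 further: 0% = DMSO with enzyme and substrate and 100% = substrate only without enzyme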
Target sequence (P54829 whole entry, looked up): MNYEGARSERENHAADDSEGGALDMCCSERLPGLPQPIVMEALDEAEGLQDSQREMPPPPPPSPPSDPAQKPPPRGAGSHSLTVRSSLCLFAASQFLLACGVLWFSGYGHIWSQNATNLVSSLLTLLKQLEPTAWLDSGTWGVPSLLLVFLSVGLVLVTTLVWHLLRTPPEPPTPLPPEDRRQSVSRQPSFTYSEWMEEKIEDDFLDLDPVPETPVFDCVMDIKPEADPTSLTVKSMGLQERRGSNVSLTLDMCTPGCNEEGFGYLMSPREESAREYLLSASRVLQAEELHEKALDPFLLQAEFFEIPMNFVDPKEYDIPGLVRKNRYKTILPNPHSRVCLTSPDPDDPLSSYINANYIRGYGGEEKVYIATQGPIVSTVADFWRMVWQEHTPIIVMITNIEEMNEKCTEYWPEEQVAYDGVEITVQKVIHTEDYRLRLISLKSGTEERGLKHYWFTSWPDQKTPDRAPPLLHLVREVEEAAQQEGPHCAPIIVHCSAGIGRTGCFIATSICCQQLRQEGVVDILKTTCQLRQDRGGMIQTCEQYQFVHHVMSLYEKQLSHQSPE
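material = STEP tyrosine phosphatase | reagent = fluorogenic phosphatase substrate OMFP at 25 µM final | doses = single compound dose of 20 µM, 1% DMSO final | schedule = 20 min reaction, room temperature, in the dark | measured by = fluorescence, 480/540 nm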
Starred values were filed as active, the others as inactive; i = inactive; . = no result given; + = active, no number.

1: COCCn1c(C)cc(/C=C(\C#N)C(=O)OC(C)C(=O)Nc2ccc(NC(C)=O)cc2)c1C (stereo not drawn)
2: CC(=O)NC(c1cccc([N+](=O)[O-])c1)c1ccc2cccnc2c1O (stereo not drawn)
3: CCCCc1nc2cc(C(=O)NC(C)c3cnn(C)c3)ccc2o1 (stereo not drawn)
4: O=C1N(CCCl)c2ccc(Br)cc2C12OCCO2
5: COc1ccccc1N1CCN(C(=O)CSc2ncnc3scc(-c4ccccc4)c23)CC1
6: Cc1ccc(NC(=O)CS(=O)CC(=O)NCCCN(C)c2ccccc2)cc1 (stereo not drawn)
7: O=C(OCc1nnc(-c2ccc([N+](=O)[O-])cc2)o1)C1CCN(C(=O)c2ccc(Cl)cc2)CC1
8: O=C(Cc1cccs1)N1CCN(S(=O)(=O)c2ccc(F)cc2)CC1
9: CCN(CC)C(=O)Cn1cc(SCC(=O)Nc2cc(C)on2)c2ccccc21
10: O=C(CSc1nc(=O)n2ccccc2n1)N1CCN(c2ccccc2)CC1

entry no.	1	2	3	4	5	6	7	8	9	10
DNMT1 inh	9	-1	4	2	-11	2	-13	-5	-1	1
Rpn11 inh	i	i	i	i	i	i	i	i	i	i
SUMO1-SIM PPI	5	-23	2	2	0	5	-32	-6	-1	-1
NadD inh	10	6	2	-2	9	-5	0	-4	-4	-1
Scp1 inh	-9	5	-5	-12	0	-8	-3	-11	-5	5
Rin1-Abl PPI inh	0	4	-1	-1	1	1	1	2	-1	0
CSN deneddyl inh	8	4	-3	-4	1	-6	3	100	5	-4
Neddylation inh	+	i	i	i	i	i	i	i	i	i
LMPTP block	0.4	1.7	-0.7	0.7	3.0	7.2	1.1	-1.5	-3.2	-1.0
STEP block	-3	1	-2	0	14	-2	6	-1	0	-2

11: COc1cccc(-c2cccc(-c3nc(C(=O)NCc4ccc5c(c4)OCO5)cc4c3[C@H](CCO)N(S(=O)C(C)(C)C)C4)c2)c1 (stereo partly drawn)
12: CC(=O)c1cccc(N=C2NC(=O)C(CO)(CO)S2)c1
13: CCC(C)C1NC(=S)N(C2CCCCC2)C1=O (stereo not drawn)
14: CCCOc1ccc(CCN2CCC(=O)NC2=O)cc1C
15: O=C(Cn1cnc2c(NCc3ccccc3)ncnc21)NCCN1CCOCC1
16: CC1(C(=O)Nc2cccc3c2CCCC3)CCN1C(=O)C1(c2ccc(Cl)cc2)CC1 (stereo not drawn)
17: CCOC(=O)[C@]12CCC=C1N(Cc1ccccc1)C(=O)[C@H](CC(=O)NCc1ccc(C)o1)C2
18: Fc1ccc(Nc2cncc(-c3ccsc3)c2)cc1Cl
19: CCN(CC(=O)Nc1c(F)cccc1F)C(=O)CCNC(=O)c1ccccc1OC
20: COc1ccc2cnn(CCOc3cc(C)ccc3C(C)C)c(=O)c2c1OC

entry no.	11	12	13	14	15	16	17	18	19	20
DNMT1 inh	-26	2	4	-2	-4	-3	.	-6	1	1
Rpn11 inh	i	i	i	i	i	i	.	i	i	i
SUMO1-SIM PPI	-6	-6	0	1	0	8	6	4	6	0
NadD inh	27	-3	-1	-4	-1	-8	10	2	2	-2
Scp1 inh	.	-2	-8	-2	8	.	.	.	-3	-8
Rin1-Abl PPI inh	4	-2	-3	-1	1	0	.	-2	3	-1
CSN deneddyl inh	6	1	-4	-6	1	6	-4	0	5	-4
Neddylation inh	i	i	i	i	i	i	i	i	i	i
LMPTP block	3.8	-0.6	0.2	-2.0	0.6	3.5	-0.1	8.9	-7.5	1.6
STEP block	4	2	0	4	-1	0	.	4	3	-2

As a working copy, some entries already given:
15: O=C(Cn1cnc2c(NCc3ccccc3)ncnc21)NCCN1CCOCC1
16: CC1(C(=O)Nc2cccc3c2CCCC3)CCN1C(=O)C1(c2ccc(Cl)cc2)CC1 (stereo not drawn)

entry no.	15	16
DNMT1 inh	-4	-3
Rpn11 inh	i	i
SUMO1-SIM PPI	0	8
NadD inh	-1	-8
Scp1 inh	8	.
Rin1-Abl PPI inh	1	0
CSN deneddyl inh	1	6
Neddylation inh	i	i
LMPTP block	0.6	3.5
STEP block	-1	0

Later entries
21: Cc1ccc(NC(=O)CCCN2C(=S)NC(C)(C)CC2C)cc1 (stereo not drawn)
22: CCOc1ccc(N(CC(=O)Nc2ccccc2C(=O)N2CCCC2)S(C)(=O)=O)cc1
23: O=C(CSc1nnc(SCc2ccc(Cl)cc2)s1)N/N=C/c1c(Cl)cccc1Cl
24: Cc1ccc(NC(=O)C2CCCN(S(=O)(=O)c3ccc4c(c3)oc(=O)n4C)C2)nc1 (stereo not drawn)
25: CCOC(=O)Cn1cc(Cl)cc(C(=O)Nc2ccccc2)c1=O
26: N#Cc1ccccc1S(=O)(=O)N1CCN(C(=O)c2cn(-c3ccccc3)nc2-c2cccnc2)CC1
27: CCCOc1ccc(C2C(C(=O)c3cc4ccccc4o3)=C(O)C(=O)N2c2cc(C)on2)cc1OC (stereo not drawn)
28: CCOC(=O)C1=C(C)NC(C)=C(C(=O)OCC)C1C(=O)OCC(=O)NCCc1ccccc1
29: COc1cc(C(=O)NC2CCN(Cc3nnnn3Cc3ccc(F)cc3)CC2)cc(OC)c1OC
30: Cc1ccc(Sc2cnc(N)nc2C)cc1

entry no.	21	22	23	24	25	26	27	28	29	30
DNMT1 inh	-1	-1	-3	-1	0	3	0	-1	0	0
Rpn11 inh	i	i	i	i	i	i	i	i	i	i
SUMO1-SIM PPI	2	4	-4	5	-26	-1	-16	2	-3	-4
NadD inh	-5	-3	-3	6	-1	3	18	-4	9	-2
Scp1 inh	12	2	-1	-3	-12	3	-19	-7	-3	0
Rin1-Abl PPI inh	2	2	0	-1	4	4	0	0	1	0
CSN deneddyl inh	-2	5	0	4	2	-3	4	-2	7	-1
Neddylation inh	i	i	i	i	i	i	i	.	i	i
LMPTP block	-0.4	-2.4	2.8	-0.7	0.1	-1.1	26	1.3	0.3	0.1
STEP block	-4	-1	-3	-3	1	-2	8	-3	0	-1

31: COc1ccc(OC)c(-c2nc(C(=O)NCCCN3CCOCC3)cc3c2[nH]c2ccccc23)c1
32: CCCc1cc(C(=O)Cc2ccccn2)c(O)cc1O
33: O=C(CSc1ccccn1)Nc1ccc(NC(=O)CSc2ccccn2)cc1
34: O=C(Nc1ccc2nc3n(c(=O)c2c1)CCCC3)c1cccnc1Cl
35: Nc1nc2c(nc(SCc3ccccc3Br)n2C2OC(CO)C(O)C2O)c(=O)[nH]1 (stereo not drawn)
36: Fc1ccc(N/N=C2/CCSc3sccc32)c(F)c1
37: CCC(Sc1ncccc1Nc1ccccn1)C(=O)O (stereo not drawn)
38: CN(C)c1nc(N/N=C\c2ccc(Cl)c([N+](=O)[O-])c2)nc(Nc2ccc(F)cc2)n1
39: O=c1c2cccnc2n(-c2ccccc2)n1Cc1c(Cl)cccc1Cl
40: CCOC(=O)c1c(C)[nH]c(-c2csc(N)n2)c1C

entry no.	31	32	33	34	35	36	37	38	39	40
DNMT1 inh	-7	2	-7	3	-3	-11	1	-14	1	-50
Rpn11 inh	i	i	i	i	i	i	i	i	i	i
SUMO1-SIM PPI	3	-2	4	0	7	-4	6	-6	2	-6
NadD inh	7	-7	-8	4	3	0	-1	4	2	12
Scp1 inh	-4	-11	5	7	-1	-17	-11	-8	0	-8
Rin1-Abl PPI inh	-2	4	-2	2	3	2	-2	-2	0	-1
CSN deneddyl inh	1	2	-1	0	-4	2	1	-2	-3	1
Neddylation inh	i	i	i	i	i	i	i	i	i	i
LMPTP block	0.1	-8.1	-0.6	-0.3	1.7	0.9	-2.2	2.6	0.7	1.6
STEP block	0	-2	0	1	-4	-1	2	-2	-2	2

41: COc1cccc(/C=C/C(=O)OCC(=O)Nc2ccc(Cl)cn2)c1
42: O=C(Nc1ccc(Cl)cc1)Nc1nnc(CSCc2ccccc2Cl)s1
43: O=C(O)c1ccc(N/N=C/c2ccc(-c3ccccc3)cc2)cc1
44: CN1CCN(c2ccc(NC(=S)NC(=O)/C=C/c3ccco3)cc2)CC1
45: O=C(Cc1ccc(NC(=O)C2CCCN(C(=O)C3CCC3)C2)cc1)Nc1cccc(C(=O)N2CCCC2)c1 (stereo not drawn)
46: Cc1ccc(C(=O)C=Cc2cccc(C)c2)cc1
47: C=CCNC(=O)/C(C#N)=C/c1c(C)nn(-c2ccc(Cl)cc2)c1Cl

entry no.	41	42	43	44	45	46	47
DNMT1 inh	6	31	14	-6	3	11	2
Rpn11 inh	i	i	i	i	i	i	i
SUMO1-SIM PPI	1	0	-5	-39	-1	1	-7
NadD inh	1	14	7	-6	3	-1	-4
Scp1 inh	.	3	3	-8	-12	-16	-5
Rin1-Abl PPI inh	-2	7	-1	-1	0	0	2
CSN deneddyl inh	-1	0	3	3	1	12	4
Neddylation inh	i	i	.	i	i	i	i
LMPTP block	-0.7	0.9	1.3	0.2	-2.5	4.1	0.8
STEP block	-2	2	1	3	2	5	-3

Among those listed so far, 8 have an aryl methoxy group:
5: COc1ccccc1N1CCN(C(=O)CSc2ncnc3scc(-c4ccccc4)c23)CC1
11: COc1cccc(-c2cccc(-c3nc(C(=O)NCc4ccc5c(c4)OCO5)cc4c3[C@H](CCO)N(S(=O)C(C)(C)C)C4)c2)c1 (stereo partly drawn)
19: CCN(CC(=O)Nc1c(F)cccc1F)C(=O)CCNC(=O)c1ccccc1OC
20: COc1ccc2cnn(CCOc3cc(C)ccc3C(C)C)c(=O)c2c1OC
27: CCCOc1ccc(C2C(C(=O)c3cc4ccccc4o3)=C(O)C(=O)N2c2cc(C)on2)cc1OC (stereo not drawn)
29: COc1cc(C(=O)NC2CCN(Cc3nnnn3Cc3ccc(F)cc3)CC2)cc(OC)c1OC
31: COc1ccc(OC)c(-c2nc(C(=O)NCCCN3CCOCC3)cc3c2[nH]c2ccccc23)c1
41: COc1cccc(/C=C/C(=O)OCC(=O)Nc2ccc(Cl)cn2)c1

entry no.	5	11	19	20	27	29	31	41
DNMT1 inh	-11	-26	1	1	0	0	-7	6
Rpn11 inh	i	i	i	i	i	i	i	i
SUMO1-SIM PPI	0	-6	6	0	-16	-3	3	1
NadD inh	9	27	2	-2	18	9	7	1
Scp1 inh	0	.	-3	-8	-19	-3	-4	.
Rin1-Abl PPI inh	1	4	3	-1	0	1	-2	-2
CSN deneddyl inh	1	6	5	-4	4	7	1	-1
Neddylation inh	i	i	i	i	i	i	i	i
LMPTP block	3.0	3.8	-7.5	1.6	26	0.3	0.1	-0.7
STEP block	14	4	3	-2	8	0	0	-2
